High-throughput results as filed in PubChem BioAssay.
mHTT-CaM PPI inh – inhibitors of human mutant huntingtin-calmodulin interaction; AID 1671202; actives 3.6% (n = 190,000); AlphaScreen His-mHTT/GST-CaM binding, luminescence; inhibition, % at 15 µM;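 also: 0% = both proteins with DMSO and 100% = one protein alone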
Target sequence (P42858 whole entry, looked up, stated change not applied): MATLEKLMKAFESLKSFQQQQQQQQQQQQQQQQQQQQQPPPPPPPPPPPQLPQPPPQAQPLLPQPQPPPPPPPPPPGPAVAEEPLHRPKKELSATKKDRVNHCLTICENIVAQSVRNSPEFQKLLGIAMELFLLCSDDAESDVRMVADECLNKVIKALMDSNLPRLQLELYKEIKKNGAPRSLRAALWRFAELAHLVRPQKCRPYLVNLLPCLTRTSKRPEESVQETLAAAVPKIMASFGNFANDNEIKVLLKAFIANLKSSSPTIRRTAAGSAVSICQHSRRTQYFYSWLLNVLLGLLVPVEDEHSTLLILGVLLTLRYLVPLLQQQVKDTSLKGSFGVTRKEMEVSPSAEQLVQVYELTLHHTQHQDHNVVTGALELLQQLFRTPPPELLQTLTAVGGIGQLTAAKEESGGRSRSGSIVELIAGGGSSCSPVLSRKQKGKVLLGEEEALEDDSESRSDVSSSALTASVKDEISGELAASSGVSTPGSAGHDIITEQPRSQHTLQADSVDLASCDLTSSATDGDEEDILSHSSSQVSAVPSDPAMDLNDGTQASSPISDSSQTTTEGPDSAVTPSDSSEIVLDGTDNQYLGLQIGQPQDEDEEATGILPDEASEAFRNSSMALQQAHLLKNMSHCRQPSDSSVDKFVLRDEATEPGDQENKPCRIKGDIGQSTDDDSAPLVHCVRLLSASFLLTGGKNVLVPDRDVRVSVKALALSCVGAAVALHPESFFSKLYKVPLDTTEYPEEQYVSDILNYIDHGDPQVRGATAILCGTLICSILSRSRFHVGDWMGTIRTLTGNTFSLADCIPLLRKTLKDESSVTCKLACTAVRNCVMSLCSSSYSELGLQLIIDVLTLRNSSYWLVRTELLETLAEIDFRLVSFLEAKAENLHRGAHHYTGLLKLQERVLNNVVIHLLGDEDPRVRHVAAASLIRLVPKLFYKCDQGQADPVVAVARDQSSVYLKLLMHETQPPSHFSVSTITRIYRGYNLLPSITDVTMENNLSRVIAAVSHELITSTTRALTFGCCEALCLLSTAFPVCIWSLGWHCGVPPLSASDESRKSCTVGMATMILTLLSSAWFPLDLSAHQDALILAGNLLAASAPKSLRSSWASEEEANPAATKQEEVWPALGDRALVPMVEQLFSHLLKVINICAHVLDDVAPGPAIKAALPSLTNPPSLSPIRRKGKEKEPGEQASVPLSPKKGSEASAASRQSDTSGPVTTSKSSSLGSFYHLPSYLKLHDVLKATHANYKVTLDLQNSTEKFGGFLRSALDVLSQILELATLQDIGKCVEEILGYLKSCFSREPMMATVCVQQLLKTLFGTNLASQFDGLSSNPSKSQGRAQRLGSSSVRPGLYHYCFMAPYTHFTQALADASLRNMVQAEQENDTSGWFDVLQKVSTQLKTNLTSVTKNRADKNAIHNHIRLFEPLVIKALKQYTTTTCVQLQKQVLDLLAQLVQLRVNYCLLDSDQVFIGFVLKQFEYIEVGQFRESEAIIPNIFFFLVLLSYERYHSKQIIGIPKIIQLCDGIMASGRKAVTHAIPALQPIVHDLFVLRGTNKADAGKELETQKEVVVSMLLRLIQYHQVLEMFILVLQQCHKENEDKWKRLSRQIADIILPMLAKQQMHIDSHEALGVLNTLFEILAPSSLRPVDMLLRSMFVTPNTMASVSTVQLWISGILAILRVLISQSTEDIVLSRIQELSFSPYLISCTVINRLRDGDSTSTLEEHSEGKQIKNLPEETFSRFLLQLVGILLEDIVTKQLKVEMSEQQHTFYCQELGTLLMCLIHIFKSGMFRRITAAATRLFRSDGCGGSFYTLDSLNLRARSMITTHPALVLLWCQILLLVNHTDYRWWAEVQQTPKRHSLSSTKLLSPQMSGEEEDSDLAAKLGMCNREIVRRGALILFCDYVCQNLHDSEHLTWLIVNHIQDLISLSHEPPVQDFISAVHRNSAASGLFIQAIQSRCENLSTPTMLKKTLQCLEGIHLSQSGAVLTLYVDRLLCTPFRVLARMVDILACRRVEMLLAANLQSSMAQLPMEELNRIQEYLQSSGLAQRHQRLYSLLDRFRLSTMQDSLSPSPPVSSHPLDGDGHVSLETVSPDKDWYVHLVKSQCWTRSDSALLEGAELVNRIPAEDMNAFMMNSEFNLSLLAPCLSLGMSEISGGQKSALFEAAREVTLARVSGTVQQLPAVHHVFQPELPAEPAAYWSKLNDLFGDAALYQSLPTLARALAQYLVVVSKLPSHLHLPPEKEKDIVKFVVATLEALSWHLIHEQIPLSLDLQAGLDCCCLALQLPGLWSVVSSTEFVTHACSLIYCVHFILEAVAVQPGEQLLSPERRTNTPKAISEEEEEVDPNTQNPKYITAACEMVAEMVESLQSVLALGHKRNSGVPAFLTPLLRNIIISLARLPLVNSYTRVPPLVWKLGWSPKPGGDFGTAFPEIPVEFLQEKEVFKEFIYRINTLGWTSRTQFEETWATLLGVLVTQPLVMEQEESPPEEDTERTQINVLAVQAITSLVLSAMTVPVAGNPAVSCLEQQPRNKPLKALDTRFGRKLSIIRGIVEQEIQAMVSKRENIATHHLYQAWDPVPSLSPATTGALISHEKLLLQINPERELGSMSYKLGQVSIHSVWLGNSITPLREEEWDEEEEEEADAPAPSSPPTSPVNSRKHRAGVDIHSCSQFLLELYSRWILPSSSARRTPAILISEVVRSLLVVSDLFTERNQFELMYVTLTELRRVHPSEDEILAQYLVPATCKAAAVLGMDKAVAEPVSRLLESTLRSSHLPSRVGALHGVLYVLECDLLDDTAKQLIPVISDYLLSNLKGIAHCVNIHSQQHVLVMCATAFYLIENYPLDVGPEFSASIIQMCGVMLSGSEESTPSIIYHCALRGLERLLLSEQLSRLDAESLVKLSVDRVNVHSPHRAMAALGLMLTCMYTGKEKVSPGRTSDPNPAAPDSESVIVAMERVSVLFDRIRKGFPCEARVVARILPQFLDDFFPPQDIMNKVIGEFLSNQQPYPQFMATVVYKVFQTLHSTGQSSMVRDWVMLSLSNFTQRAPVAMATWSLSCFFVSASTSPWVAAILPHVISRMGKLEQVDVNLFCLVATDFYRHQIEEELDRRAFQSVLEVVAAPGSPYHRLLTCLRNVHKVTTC
Pf apPOL inh – Pf-apPOL DNA polymerase inhibition | actives 0.25% (n = 210,000) | inhibition, % at 10 µM | Recombinant Pf-apPOL, molecular beacon fluorescence, 1.5 h
Numbers without * were called inactive; i = inactive; . = not tested or not shown; & = joins results of further samples. Rule as the data show it: active = inhibition above about 50%; inactive = the rest.

structure	Pf apPOL inh	mHTT-CaM PPI inh
Cc1cccc(C(=O)N2CCCC(COc3cccc(C(=O)NC4CC4)c3)C2)c1 (stereo not drawn)	-3	8
Cc1nc(C(=O)N2CCCCC2)c(C)n1C1CCN(S(C)(=O)=O)CC1	-5	0
COc1ccc(CNC(=O)CN2CCN(C(=O)Nc3ccc(F)cc3)CC2=O)c(OC)c1	-4	-6
Cc1ccc(C2=N/C(=C\c3ccccc3Br)C(=O)O2)cc1[N+](=O)[O-]	2	0
CCOc1ccccc1CN1CCc2nc(N3CCN(c4ccccc4F)CC3)ncc2C1	4	66*
COc1ccccc1CNC(=O)c1ccc2c(c1)nc(C)n2-c1ccc(Br)cc1	32	23
O=C1/C(=C\c2ccncc2)SC(=S)N1C1CCS(=O)(=O)C1 (stereo not drawn)	.	15
N#CC(=CNc1ccc(Cl)cn1)S(=O)(=O)c1ccccc1	-2&3	.
Nc1c(C(=O)Nc2nccs2)sc2nc3c(cc12)CCCCC3	6	64*
FC(F)(F)c1cc(N2CCOCC2)c2cccc(Cl)c2n1	-2&1	.
CN(C)C(=O)c1cc2c(s1)CCC(C(=O)N1CCN(C3CCCCC3)CC1)C2 (stereo not drawn)	-6	6
N/C(=N\OC(=O)c1ccc(Br)cc1)c1cccnc1	-20	i
Cc1nn(C)c(C)c1[N+](=O)[O-]	-6	.
COc1ccc(NC(=O)c2cn3c(n2)CSCC3)c(C)c1	-4	23
Cc1ccc(-c2cc(CN(C(=O)C3CCCC3)C3CC3)no2)cc1C	1	-28
CSc1ccccc1NC(=O)c1coc(NC(=O)c2ccco2)n1	-1	-11
CS(=O)(=O)NCCSCc1ccc(Cl)cc1	-2	-6
O=C(c1ccc(CN2CCOCC2)cc1)N(Cc1ccccc1)Cc1ccccc1	-4	37
Cc1c(C(=O)NC2CCCC(C)C2C)sc2ncnc(N3CCOCC3)c12 (stereo not drawn)	-6	24
CC(C)S(=O)(=O)c1ccc(Cc2nnc(N)o2)cc1	4	-1
COc1ccc(NC(=O)N(Cc2ccco2)C(C)c2ccco2)c(OC)c1 (stereo not drawn)	-12	11
CCCNC(=O)c1cc2n(n1)C(C(F)(F)F)CC(c1ccc(Br)cc1)N2 (stereo not drawn)	8	0
O=[N+]([O-])c1ccc(CN2CCCCCCC2)cc1	10	-7
CCn1nccc1C(=O)N1CCC(c2nncn2-c2ccccc2)CC1	-6	1
O=C(OCCSCCS(=O)(=O)c1ccc(Cl)cc1)c1cc(Cl)cc(Cl)c1	-3&0	.

Quoted from the results shown, 2 compounds:
structure	Pf apPOL inh	mHTT-CaM PPI inh
Cc1ccc(C2=N/C(=C\c3ccccc3Br)C(=O)O2)cc1[N+](=O)[O-]	2	0
CCOc1ccccc1CN1CCc2nc(N3CCN(c4ccccc4F)CC3)ncc2C1	4	66*

(cont.)
structure	Pf apPOL inh	mHTT-CaM PPI inh
Cc1ccc(-n2nc3c(c2NC(=O)c2ccc([N+](=O)[O-])cc2)CSC3)c(C)c1	-5	50*
O=c1[nH]c2ccc(Br)cc2c(=O)n1C1CCCCC1	-3	52*
COc1ccc(OC)c(-c2cc3ccc(OS(C)(=O)=O)cc3oc2=O)c1	-15	2
N#Cc1ccsc1NC(=O)C1CCCN1S(=O)(=O)c1cccs1 (stereo not drawn)	0	-12
COc1nccnc1NC1CCN(C(=O)NCC2CCCO2)CC1 (stereo not drawn)	-5	1
CN1c2ccccc2C(C)(C)C12C=Cc1cccc([N+](=O)[O-])c1O2 (stereo not drawn)	32	48
O=C(c1ccncc1)N1CCC(n2c(-c3ccoc3)nc3cccnc32)C1 (stereo not drawn)	-1	6
CN(C(=O)c1ccccc1C(=O)c1ccccc1)C1CCS(=O)(=O)C1 (stereo not drawn)	-2	-2
CC1CN(C(=O)c2ccoc2)CC1c1nc(-c2ccccc2)no1 (stereo not drawn)	-9	6
O=C(Nc1cccnc1Cl)c1cc(-c2ccc(Br)cc2)on1	-5	3
O=C(OCc1cn([C@@H]2CN(CC3CCCCC3)[C@@H](c3ccc(Cl)cc3)C[C@H]2O)nn1)c1ccccc1	4	1
CCN(CC)CCCNc1c([N+](=O)[O-])c(=O)oc2ccccc12	0	-4
Cc1ccc(C2C(=O)N(C3CCCCCC3)CC(=O)N2C2CC2)cc1 (stereo not drawn)	-12	3
O=C(Nc1cccc(F)c1)c1c(O)c2cccnc2n(-c2cccc(F)c2)c1=O	-4	6
CCC(=O)N1CCC(CCOCc2ccccc2)CC1	-2	-3
CC(C)(C)CC(=O)Nc1ccc(Nc2ccccc2)cc1	3	-2
CN1CCN(c2nc(-c3ccc(Cl)cc3)nc3ccccc23)CC1	-7	4
O=[N+]([O-])c1ccc(-c2noc(-c3cccc(Cl)c3)n2)cc1	2	4
O=C(c1cccnc1)N1CCN(C(=O)c2cccc(F)c2)CC1	-5	-3
CCc1onc(C)c1C1CCCN1C(=O)c1ccn(CC)n1 (stereo not drawn)	3	-6
CCOC(=O)c1c(NC(=O)C(C)(C)C)sc(C(C)=O)c1C	.	-3
COc1ccccc1NC(=O)CSc1nnnn1-c1ccc(C(=O)O)cc1	-4	0
CCOCCCn1c(=N)c(S(=O)(=O)c2ccc(C)cc2)cc2c(=O)n3ccccc3nc21	37	2
Cc1c2n(c3ccccc13)CC(=Cc1ccc(C(F)(F)F)cc1)C2=O	1	.
COc1cc([N+](=O)[O-])ccc1NC(=O)COc1ccc(Cl)cc1Cl	-1	-3
O=S(=O)(c1ccc(F)cc1F)N1CCC(CN2CCCCCC2)CC1	2	-1
COc1ccc(C(=CC(=O)O)c2nccc3cc(OC)c(OC)cc23)cc1OC	-12	.
O=C(NCC1CCCO1)c1ccc(I)cc1 (stereo not drawn)	-9	-2
CC(=O)Oc1ccc2c(c1)OC(=Cc1ccccc1)C2=O	-5	-1
CC(C)NC(=O)C(C1CCCC1)N1CCN(C(=O)Nc2ccc(F)cc2)CC1 (stereo not drawn)	-1	-3
CN(C)c1ccc(CCNC(=O)C(=O)NCc2ccc3c(c2)OCO3)cc1	2	21
COc1ccc(NC(=CC=C(C#N)C#N)c2ccc(C)cc2)cc1	-8	.
CCN1CCn2cc(C(=O)N3CCN(c4cccc(C)c4C)CC3)nc2C1	-6	34
O=[N+]([O-])c1cccc(CNCC2OCCc3ccccc32)c1 (stereo not drawn)	-3	6
CC(=O)c1ccc(NC(=O)CN2CCC(c3nc(-c4cccc(C)c4)no3)CC2)cc1	4	5
Cc1cccc(OCCCC(=O)Nc2ccc(S(=O)(=O)Nc3cc(C)nc(C)n3)cc2)c1	-2	-1
O=C(Nc1cccc2cccnc12)C1CCCO1 (stereo not drawn)	-2	-6
O=C(NCCc1ccncc1)C1CN(S(=O)(=O)c2cccs2)CC12CCCCC2 (stereo not drawn)	6	-1
Cc1ccc(CC2CC(=O)N(Cc3ccccc3)C2=O)cc1 (stereo not drawn)	-4	-17
O=c1c2ccccc2cnn1CCOc1ccccc1	-5	-9
Cc1ccc(CN(CC(N)=O)S(=O)(=O)c2ccc(C)cc2)cc1	-9	-3
CCOc1ccc2c(c1)OC(=Cc1ccccc1OC)C2=O	-9	-12
CCCNC(=O)c1nc2ccccn2c1-c1ccc(F)cc1	2	8
COc1ccc(C=C2Oc3c(ccc4c3CN(Cc3ccccn3)CO4)C2=O)cc1	-31	100*
COc1ccc(C2=NOC(C(=O)NCC(C)C)C2)cc1 (stereo not drawn)	0	-12
COC(=O)NC(C)(C)C(C)(C)C(=O)O	7	.
Cc1ccccc1NC(=O)N1CCC2(CC1)NC(=O)c1ccc(F)cc1N2C	-4	4
CCOc1ccc(C2C(=C(O)c3ccc(F)cc3)C(=O)C(=O)N2CCN2CCOCC2)cc1 (stereo not drawn)	-5	4
CCN(CC)C(=O)c1oc2ccc(S(=O)(=O)N3CCCCCC3)cc2c1C	1	4
COc1ccccc1C(=O)N1CCC(Cc2ccc3c(c2)OCO3)CC1	-4	36

One compound at a time (already shown). Order of screens: Pf apPOL inh	mHTT-CaM PPI inh
Profile of `COc1ccccc1CNC(=O)c1ccc2c(c1)nc(C)n2-c1ccc(Br)cc1` = 32	23
Profile of `COc1ccc(C2=NOC(C(=O)NCC(C)C)C2)cc1` (stereo not drawn) = 0	-12
Profile of `CC(=O)c1ccc(NC(=O)CN2CCC(c3nc(-c4cccc(C)c4)no3)CC2)cc1` = 4	5

Following part:
structure	Pf apPOL inh	mHTT-CaM PPI inh
COc1ccc(NC(=O)c2c(NCc3ccccn3)sc3c2CCC3)cc1	-17	59*
CC1CCCN(CC2CCN(S(=O)(=O)c3cc(F)cc(F)c3)CC2)C1 (stereo not drawn)	-5	-2
COc1ccc2c(c1)OC(=Cc1ccccc1)C2=O	-11	-3
CC1=C(C#N)C(c2ccccc2Br)C2=C(CC(c3ccccc3)CC2=O)N1 (stereo not drawn)	-9	-10
Cc1cccc(NC(=O)C(=O)NCc2cccs2)c1C	1	-2
c1ccc(-c2onc3ccc(C4OCCO4)cc23)cc1	6	-3
CCC(C)NC(=O)c1cn(-c2cccc(F)c2)nn1 (stereo not drawn)	-1	-6
O=C(Nc1cc(-c2ccc(F)cc2)[nH]n1)c1ccc([N+](=O)[O-])cc1	0	20
CCn1cc(C=C2C(=O)OC(C)(C(C)(C)C)OC2=O)c2ccccc21 (stereo not drawn)	1	10
Cn1c(=O)c2c(ncn2CC(=O)Nc2nc3c(s2)C(=O)CC(C)(C)C3)n(C)c1=O	3	-9
C/C(=C\c1ccccc1)CN1CCC(C(=O)N2CCOCC2)CC1	-8	4
CCOC(=O)CCC(=O)N1CCN(Cc2nc(-c3cccs3)cs2)CC1	-14	-6
Cc1ccc(SC(=O)c2csnn2)cc1	-13	.
Cc1cc(OCC(=O)NN)cc(C)c1Cl	0	0
CCCCOc1ccc(CNC(=O)c2ccc3c(c2)N(C)C(=O)C2CCCCN32)cc1 (stereo not drawn)	-2	19
Cc1cc(-n2nc3ccccc3n2)c(O)c([N+](=O)[O-])c1	1	7
Cc1cc(C(=O)N2CCCCC2c2nncn2-c2ccccc2)nn1C (stereo not drawn)	-5	-4
Cc1ccc(NC(=O)C2CC(=O)N(c3ccc4c(c3)CCN4C(=O)C3CC3)C2)c(C)c1 (stereo not drawn)	-4	-7
CCCC1c2cccn2CCN1C(=O)Nc1ccc(F)c(Cl)c1 (stereo not drawn)	-2	83*
COc1ccc(C2CC(c3ccc(Br)cc3)Nc3ncnn32)cc1OC (stereo not drawn)	-5	27
Cc1ccc(Cn2cnc3c2c(=O)n(C2CC2)c(=O)n3-c2cccc(C)c2)cc1	-9	21
S=C1COC(c2ccc(Br)cc2)N1c1ccccc1 (stereo not drawn)	.	-15
COc1ccc(Br)cc1C1C=C(c2cccs2)Nc2nnnn21 (stereo not drawn)	5	2
CC(=O)c1ccc(NC(=O)c2ccccc2F)cc1	7	-10
N#CC1=CN(c2ccc(I)cc2)c2ccccc2S1(=O)=O	3	-6

Of the compounds above, these have an NH in an aromatic ring:
structure	Pf apPOL inh	mHTT-CaM PPI inh
O=c1[nH]c2ccc(Br)cc2c(=O)n1C1CCCCC1	-3	52*
O=C(Nc1cc(-c2ccc(F)cc2)[nH]n1)c1ccc([N+](=O)[O-])cc1	0	20

Further records:
structure	Pf apPOL inh	mHTT-CaM PPI inh
COc1cc(C)nc(NC(=O)NS(=O)(=O)c2c(C)cc(Cl)nc2Cl)n1	0	-5
O=C(CN(Cc1ccc(Br)cc1)S(=O)(=O)c1ccccc1)NCc1ccncc1	14	-2
Cc1cc2nc(NCCCO)n(CC(=O)c3cc(C(C)(C)C)c(O)c(C(C)(C)C)c3)c2cc1C	16	.
O=C(C1=C(O)C(=O)N(CCCn2ccnc2)C1c1cccc(Br)c1)c1cccs1 (stereo not drawn)	-9	11
CCOc1cc(S(=O)(=O)NCc2ccccc2)ccc1F	-1	-25
O=C(CCCc1ccccc1)NCC1CCCO1 (stereo not drawn)	3	-7
CC(C)n1c(SCC(=O)NNC(=O)c2c(F)cccc2F)nc2cc(C(F)(F)F)ccc21	-5	.
Cc1nn2c(SCC(N)=O)cc(C(C)(C)C)nc2c1-c1ccc(Cl)cc1	-1	10
CN(C)c1ccc(CNc2ccc(-c3nc(-c4cccc(F)c4)no3)cn2)cc1	3	-1
Cc1ccc(CNC(=O)COc2cc(C)nc(N3CCCC(C)C3)n2)cc1 (stereo not drawn)	-5	-3
Cn1nc(C(=O)NCc2ccc(Cl)cc2)c2c1CCN(C(=O)c1ccccc1F)C2	14	43
CCNC(=O)N1CCCC(c2cccc(C(=O)NCc3ccc(C(F)(F)F)cc3)c2)C1 (stereo not drawn)	-5	-1
Cc1ccccc1C(=O)NCC#CCN(C(C)C)C(C)C	-4	-19
O=C(Nc1ccc(Cl)c(Cl)c1)c1ccccc1NS(=O)(=O)c1cccc2nsnc12	-1	38
Cn1c(SCC(=O)Nc2ccc(Cl)cc2)nnc1-c1cnccc1C(F)(F)F	-12&-7	.
CC1CN(C(=N)c2ccc(Cl)cc2)CC(C)O1 (stereo not drawn)	-5	.
O=C1OC(c2ccc(Cl)cc2)=N/C1=C\c1ccc(Cl)cc1	-4	-4
COc1ccccc1CNS(=O)(=O)c1ccc(F)c(C(=O)Nc2ccc(F)cc2)c1	28	-3
COc1ccc(N2CC(C(=O)NCc3ccc(Cl)cc3)CC2=O)cc1 (stereo not drawn)	-6	1
O=C(Nc1nnc(/C=C/c2ccccc2)s1)c1ccccc1	2	-2
Cn1nc(-c2nc(-c3cccc(F)c3)no2)c2c1CCN(C(=O)c1ccc(C#N)cc1)C2	-3	-2
CCn1c(=O)c(-c2ccc(C(=O)Nc3cccc(Cl)c3C)cc2)nc2cccnc21	-1	-5
